# ELG1 genotoxic – genotoxicity induction in ELG1-luciferase HEK293T cells | HEK293T ELG1-luciferase reporter, luminescence, 16 h | Potency, µM (titrated, usually from 46 µM), without a hit: top-dose activity change, positive = activation, hits mostly activators | 330,000 compounds, 1.3% hits | AID 504466; also: % of control where 0% means no effect; nearly all actives have a fitted effect of over 60% in size
#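 DMSO vehicle served as control against compound-treated ELG1-luciferase HEK293T cells; exposure lasted 16 hr at 37 °C and 5% CO2, followed by ONE-Glo luminescence detection after 30 min.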
# NPC1 prom act – activates the NPC1 promoter; 320,000 compounds, 2.4% hits; Potency, µM (top dose mostly 9.22 µM), without a hit: at the top dose activation, actives largely listed as activators; AID 485313; Huh7 NPC1 promoter luciferase reporter, 24 h;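 also: % of control where 0% means no effect; nearly all actives have a fitted effect of over 60% in size; reporter is driven by a mutant NPC1 promoter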
#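 In 1536-well qHTS, Huh7 cells harboring an NPC1 promoter–luciferase construct received compound for 24 h; activation was quantified by luminescence following luciferase reagent addition.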
# RORg inh – blocks mouse ROR gamma transcriptional activity | P51450 | 310,000 compounds, 5.4% hits | Drosophila S2 Gal4-RORgamma UAS-luciferase reporter, 20 h | Potency, µM (highest dose often 53.6 µM), inactives show at the highest dose activity change, negative = inhibition, most hits filed as inhibitors; also: % is scaled to controls: 0 for no effect and ±100 for the full control effect; nearly all actives have a fitted effect of over 60% in size
#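 Stably transfected Drosophila Schneider cells are the test system, with ROR gamma fused to Gal4 and luciferase under UAS control; luminescence is read after 20 hr of 700 uM copper sulfate induction at ambient temperature.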
# FLuc modulator – inhibits or activates purified firefly luciferase, miR-21 counter-screen | AID 588342 | purified FLuc, Km substrates, luminescence inhibition | Potency, µM (titrated, usually from 57.5 µM), for the others: at the top dose activity change, negative = inhibition, hits mostly inhibitors | 360,000 compounds, 6.9% hits;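 also: plate controls were vehicle for no effect and reference inhibitor for full effect; nearly all actives have a fitted effect of over 55% in size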
# Target sequence (P08659 whole entry, looked up): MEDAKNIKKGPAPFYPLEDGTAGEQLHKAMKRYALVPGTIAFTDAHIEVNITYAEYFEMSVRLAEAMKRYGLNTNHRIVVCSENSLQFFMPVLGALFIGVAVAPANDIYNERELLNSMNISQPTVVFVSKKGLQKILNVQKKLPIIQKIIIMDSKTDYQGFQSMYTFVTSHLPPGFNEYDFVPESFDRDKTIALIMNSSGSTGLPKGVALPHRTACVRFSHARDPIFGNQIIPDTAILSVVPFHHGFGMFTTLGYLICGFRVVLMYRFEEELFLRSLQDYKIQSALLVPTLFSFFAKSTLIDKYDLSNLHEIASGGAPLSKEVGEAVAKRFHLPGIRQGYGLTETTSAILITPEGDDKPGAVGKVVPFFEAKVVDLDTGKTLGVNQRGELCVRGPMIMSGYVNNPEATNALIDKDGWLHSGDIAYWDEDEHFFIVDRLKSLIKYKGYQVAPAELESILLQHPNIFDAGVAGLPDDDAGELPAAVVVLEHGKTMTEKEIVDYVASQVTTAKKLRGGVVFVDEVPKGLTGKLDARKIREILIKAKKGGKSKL
#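 Purified P. pyralis luciferase, 10 nM final, with Km-level 10 uM D-luciferin and 10 uM ATP in 50 mM Tris acetate pH 7.5, 10 mM Mg acetate, 0.01% Tween-20, 0.05% BSA; 6-point qHTS titration about 60 µM downward; luminescence read.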
# BRCA1 expr act – BRCA1 expression activation; MCF7-BRCA1-FFLuc reporter, luminescence, 48 h; response scale: scaled: vehicle 0%, 10 µM genistein 100%; Potency, µM (series often up to 46.1 µM), for the others: at the highest dose activation, most hits filed as activators; 380,000 compounds, 1.1% hits; also: nearly all actives have a fitted effect of over 80% in size; some results filed as inactive show a strong effect at the top dose
#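 Using MCF7 cells harboring a BRCA1 firefly luciferase reporter, plated 2 h before compound pinning, the screen measured luminescence after 48 h incubation. Responses were normalized to DMSO and 10 microM genistein, then fitted for concentration-effect.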
# uPA generation – inhibitors of cell surface uPA generation; cell surface uPA generation assay, qHTS; Potency, µM (doses to about 38.3 µM), for the others: at the top dose activity change, negative = inhibition, actives largely listed as inhibitors; 330,000 compounds, 0.31% hits; AID 540303; active = well fitted inhibition curve with a large enough effect; inconclusive = small, poorly fitted or top-dose-only effect; inactive = no such curve, though single readings can be large or run the other way; tested in mouse RAW 264.7 cells; also: % is scaled to controls: 0 for no effect and ±100 for the full control effect; nearly all actives have a fitted effect of over 55% in size
# Rab9 promoter act – activates the Rab9 promoter | Huh7 Rab9 promoter-luciferase reporter, luminescence, 24 h | 320,000 compounds, 2.8% hits | Potency, µM (titrated, usually from 9.22 µM), for inactives: at the top dose activation, negative = inhibition, actives largely listed as activators; also: % of control where 0% means no effect; nearly all actives have a fitted effect of over 60% in size
#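 Huh7 cells stably carrying Rab9 promoter–luciferase reporter, plated 1500 cells/well, compound added after 2 h and incubated 24 h at 37 °C; luciferase luminescence then read after 10 min with detection reagent.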
# VP16 counter – counter-screen for ROR gamma inhibitors: Gal4-VP16 reporter | Drosophila S2 Gal4-VP16 UAS-luciferase, luminescence, 20 h | Potency, µM (doses to about 53.6 µM), for inactives: at the top dose activity, negative = inhibition, hits mostly inhibitors | 310,000 compounds, 3.5% hits | AID 2546;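 also: Gal4-VP16 expression switched on by copper sulfate through the metallothionein promoter; % is scaled to controls: 0 for no effect and ±100 for the full control effect; nearly all actives have a fitted effect of over 50% in size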
# MBNL1 CUG block – blocks human MBNL1 binding to CUG repeat RNA; TR-FRET MBNL1-His/biotin-(CUG)12 binding, 665/545 ratio; Potency, µM (doses to about 57.5 µM), inactives show at the top dose activity change, negative = inhibition, usual class: inhibitors; 280,000 compounds, 0.036% hits; AID 2675; active = well fitted inhibition curve with a large enough effect in the signal ratio, with a control signal flat, not every such curve was filed as active; inconclusive = small, poorly fitted or top-dose-only effect, or effect the other way, or a change in a side signal; inactive = no such curve, though single readings can be large or run the other way; the % refers to the signal ratio; also: % is scaled to controls: 0 for no effect and ±100 for the full control effect
# Target sequence (Q9NR56 whole entry, looked up): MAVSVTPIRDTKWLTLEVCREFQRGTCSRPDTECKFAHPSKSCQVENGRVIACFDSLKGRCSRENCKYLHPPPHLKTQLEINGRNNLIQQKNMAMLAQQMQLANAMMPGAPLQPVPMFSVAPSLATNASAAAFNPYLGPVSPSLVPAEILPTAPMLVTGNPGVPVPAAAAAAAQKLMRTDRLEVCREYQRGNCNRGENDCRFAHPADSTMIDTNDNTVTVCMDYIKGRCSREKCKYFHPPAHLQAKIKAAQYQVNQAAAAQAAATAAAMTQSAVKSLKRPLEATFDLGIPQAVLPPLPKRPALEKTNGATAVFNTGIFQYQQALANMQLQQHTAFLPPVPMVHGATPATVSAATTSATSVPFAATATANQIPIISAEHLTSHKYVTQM
#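 Inhibition of protein-RNA binding appears as loss of TR-FRET between terbium anti-His antibody on MBNL1-His and streptavidin-XL665 on biotin-(CUG)12. Activity is normalized to buffer-only and uninhibited-complex controls.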
# p53 reactivator – re-activators of mutant p53 | AID 504706 | H1299 p53-A138V BP100-luciferase reporter, luminescence, 24 h | 320,000 compounds, 0.063% hits | Potency, µM (top dose mostly 92.2 µM), without a hit: top-dose activity change, positive = activation, actives largely listed as activators; also: % of control where 0% means no effect; nearly all actives have a fitted effect of over 45% in size
#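 H1299 (p53-null), stable ts p53-A138V + BP100-Luc; 1000 cells/well, Opti-MEM/10% FBS; cpd 4 pt, 1:5; 24 h, 37 deg C, 5% CO2; detection reagent 10 min RT; luminescence.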
# Active calls of the source: *; ? = inconclusive; . = no result given; & = joins results of further samples; [ ] = dose if it differs, or a comment. Unless noted, calls follow the shape of the dose curve; as a rule, active = well fitted curve in the direction sought with a large enough effect; inconclusive = small, poorly fitted or top-dose-only effect, or another doubt; inactive = no such curve, though single readings can be large; an effect the other way counts as inactive or inconclusive. Potency is read from the fitted curve at half-maximal effect.
# Below each compound: ELG1 genotoxic, FLuc modulator, p53 reactivator, MBNL1 CUG block, VP16 counter, RORg inh, NPC1 prom act, Rab9 promoter act, uPA generation, BRCA1 expr act
- CCc1c(C)nc2ncnn2c1N1CCC(C(=O)N2CCN(c3ccc(F)cc3)CC2)CC1
 : -18%, 8%, -1%, -2%, -17%, 40%, -2%, 1%, ., -58%
- COc1ccc2nc(SCC(N)=O)cc(C)c2c1
 : 5%, -20%, 1%, 9%, 19%, -16%, -4%, 1%, -6%, -22%
- NS(=O)(=O)c1ccc(NC(=O)COC(=O)c2cnccn2)cc1
 : -1%, -3%, 21%, 5%, -15%, 45%, -4%, 2%, 1%, 4%
- CCCCc1cc(=O)oc2cc(OCC(=O)NC(Cc3c[nH]c4ccc(O)cc34)C(=O)O)ccc12 (stereo not drawn)
 : -2%, -5%, 7%, -3%, -12%, 4%, 1%, -5%, -2%, 16%
- C[C@H](NS(=O)(=O)c1ccc(Cl)cc1)C(=O)OCC(=O)NC(=O)Nc1ccc2c(c1)OCCO2
 : ?, 17µM*, 18%, ?, ?, -29%, 19%, 21%, 0%, ?
- Cc1c(NC2=CC(=O)CCC2)c(=O)n(-c2ccccc2)n1C
 : -3%, -1%, 6%, -7%, -1%, -27%, -6%, -2%, -2%, -1%
- CCOc1ccccc1CNCCNC(=O)c1nonc1N
 : -1%, -1%&-4%, -2%, -17%, -2%, 1%, -4%, -8%, -2%, -25%
- Cc1ccc(C(=O)Nc2ccc(C(=O)O)cc2)cc1S(=O)(=O)NCc1ccccc1
 : 0%, -12%, 3%, 0%, -10%, 10%, 2%, 0%, -8%, -3%
- Cc1ccc(S(=O)(=O)NCCC(=O)NC2CC2)cc1
 : 0%, 2%, -8%, 3%, 4%, 1%, -1%, -8%, 2%, -5%
- O=C1Nc2ccccc2N(O)N1c1ccc(Cl)c(Cl)c1
 : 1%, ?, -4%, ., 8%, 0%, -4%, -1%, 0%, -13%
- CCOC(=O)N1CCN(C(=O)CNS(=O)(=O)c2cccs2)CC1
 : 0%, 7%, 13%, -2%, -6%, -7%, -1%, -2%, 0%, 1%
- Cc1ccc(/C=N/NC(=O)C(=O)N/N=C/c2ccc(C)o2)o1
 : 6%, 0%, 9%, 3%, -1%, -2%, -2%, -2%, -1%, -13%
- Cc1cc2c(c(=O)o1)C1O[C@](c3ccsc3)(Cc3cc(C#N)ccc31)O2
 : ., ?, ., -1%[11.5 µM], -2%[10 µM], -21%[10 µM], -2%[1.84 µM], -5%[1.84 µM], ., .
- CC(C)CN(C(=O)Cn1ccccc1=O)C1CCS(=O)(=O)C1 (stereo not drawn)
 : 0%, -2%, 9%, ., ., ., 0%, -7%, 7%, 1%
- CSc1ccc(CN(C)C(=O)c2cc3ccccc3o2)cc1
 : 8%, 17µM*, 13%, -3%, 27%, 17%, 22%, -1%, 0%, 49%
- CCNC(=O)N(CC)C[C@H]1N[C@@](C)(C(=O)OC)[C@H]2C(=O)N(Cc3ccccc3)C(=O)[C@@H]12
 : 2%, ., 1%, ., ., ., ., ., 4%, 0%
- COc1ccc(C(=O)c2no[n+]([O-])c2C(=O)c2ccc(OC)cc2)cc1
 : 3%, -3%, -13%, -2%, ?, ?, -1%, -1%, -16%, -50%
- CC(NS(=O)(=O)c1ccccc1)C(c1cccs1)N1CCOCC1 (stereo not drawn)
 : 3%, -1%, 0%, 4%, -1%, 0%, -6%, -8%, -1%, -4%
- COCCNC(=O)CCC1CCN(C/C=C/c2ccccc2OC)CC1
 : -1%, -4%, -18%, -34%, 0%, -24%, 8%, 6%, -1%, 23%
- CCOC(=O)N1CCN(c2cc(N)c([N+](=O)[O-])cc2F)CC1
 : -4%, -1%, -1%, ?, 0%, ?, 2%, 0%, ., -17%
- C/C(Cc1ccccc1)=N\NC(=O)CNC(=O)c1ccc(F)cc1
 : 1%, -8%, 12%, 0%, -5%, 4%, -3%, 3%, 7%, 10%
- COc1ccc2c(c1)[nH]c1c(=O)n(CCCn3ccnc3)cnc12
 : 6%, 4%, 4%, 1%, -3%, -5%, -2%, 2%, -2%, -2%
- Cc1c(/C=C/C(=O)c2ccc(C(C)C)cc2)cnn1C
 : ?, 1.9µM*, -8%, 9%, ?, 28%, 11%, ?, -13%, 11µM*
- COc1ccc(C(=O)C(C)[n+]2ccc(-c3nnc4n3CCCCC4)cc2)cc1 (stereo not drawn)
 : 1%, 0%, 7%, ?, 0%, 3%, -1%, -1%, 2%, -6%
- CCC(C)(C)NC(=O)C(c1ccc(OC)cc1)N(C(=O)CCC(=O)Nc1cc(C)on1)C(C)(C)C (stereo not drawn)
 : ?, 1%, 2%, 0%, 11%, ?, -2%, -1%, -3%, -27%
- CC(C)OC(=O)C1CC=CCC1C(=O)Nc1ccc(Cl)cc1 (stereo not drawn)
 : -2%, 1%, 4%, -5%, -2%, 2%, -5%, -5%, 6%, -31%
- CCCCOC(=O)Nc1nc(C)c(C(=O)OCC)s1
 : 10%, ?, ?, 5%, 7%, ?, 16%, 26%, 5%, 67%
- COc1ccc(S(=O)(=O)N2CCOC23CCN(C(=O)c2ccccc2OC)CC3)cc1
 : ?, 1%, -3%, ., ., ., -8%, -8%, -4%, -15%
- COc1cc(C(=O)OCC(=O)Nc2sccc2C(N)=O)cc(OC)c1OC
 : -7%, 5%, -3%, 6%, 1%, 3%, -35%[inhibitor], -21%, 3.2µM*, -55%
- CC(C)N=Cc1c(O)[nH]c2ccccc12
 : 1%, 3%, 1%, 6%, 4%, 9%, 2%, -7%, ., -8%

# Further compounds:
# Below each compound: ELG1 genotoxic, FLuc modulator, p53 reactivator, MBNL1 CUG block, VP16 counter, RORg inh, NPC1 prom act, Rab9 promoter act, uPA generation, BRCA1 expr act
- CC(C)C(C)NC(=O)COn1nnc2ccc(S(=O)(=O)N3CCOCC3)cc21 (stereo not drawn)
 : -1%, 5%, -7%, ., ., ., -4%, 0%, -5%, 1%
- CCC(C)NC(=O)CCc1c(C)nc2nc(-c3cc(OC)cc(OC)c3)nn2c1C (stereo not drawn)
 : -4%, 3%&-1%, -20%, 1%, -20%, 20%, 2%, 1%, -1%, 3%&3%
- Cc1cc(=O)[nH]c(SCCCOc2ccc(F)cc2)n1
 : 0%, -16%, -4%, -11%, 6%, 19%, 0%, -16%, ., 16%
- CCCn1nnnc1SCC(=O)N1CCCCC1
 : 5%, 2%, 8%, 3%, -5%, 9%, 2%, 10%, 0%, 22%
- CCCCn1c(-c2ccccc2)nc2c(=O)n(C)c(=O)[nH]c21
 : 0%, 1%, -4%, -3%, 2%, 6%, -2%, -4%, -1%, -15%
- CC(Oc1ccc2c3c(c(=O)oc2c1)CCCC3)C(=O)NCCN1CCOCC1 (stereo not drawn)
 : 1%[9.26 µM], 3%, -5%, 4%, -6%, -4%, 2%, 0%, -5%, 2%
- Cc1ccccc1CNC(=O)C1CCC(=O)N(Cc2cccc(F)c2)C1 (stereo not drawn)
 : 2%, 0%, 3%, -6%, 1%, -1%, 1%, 0%, -1%, 5%
- Nc1nc(NCCCN2CCOCC2)nc(NCc2ccccc2)c1[N+](=O)[O-]
 : -5%, -2%, -4%, ?, -4%, 38%, 0%, -4%, -1%, 11%
- Cn1ncc(C#N)c1/N=C/N1CCCCCC1
 : -8%, 1%, 9%, 3%, 1%, -11%, 2%, -4%, ., 6%
- CC1CCC(NC(=O)CN2C(=O)COc3ccc(S(=O)(=O)N4CCCC4)cc32)CC1 (stereo not drawn)
 : -1%, 1%, -5%, -2%, 5%, 22%, 1%, -3%, ., .
- CC(C)COC(=O)C1C2C=CC3(CN(C(C)c4ccc(Br)cc4)C(=O)C13)O2 (stereo not drawn)
 : 9%, -1%, -1%, 0%, 0%, -2%, 1%, -1%, 7%, 4%
- CC(O)C(NS(=O)(=O)c1ccc(Cl)cc1)C(=O)OCc1nnc(-c2ccccc2)o1 (stereo not drawn)
 : 0%, -6%, 8%, 3%, -6%, -6%, 5%, 16%, -4%, 12%
- O=C(NCCSc1ccc(Cl)cc1)c1ccco1
 : 8%, -14%, 3%, 2%, 4%, ?, -2%, 2%, -2%, 9%
- O=C(c1cccc(S(=O)(=O)Nc2ccc(Br)cc2)c1)N1CCCC1
 : -12%, -1%, -4%, ., ., ., 0%, -4%, 17%, -1%
- COc1ccc(-n2nnnc2SCC(=O)c2cccc(OC)c2)cc1
 : ?, -16%, 18%, 13%, ?, -2%, -1%, -6%, ?, -81%
- FC(F)(F)c1cc(-c2ccccc2)nc(NC2CCCC2)n1
 : 3%, 3%, 7%, -14%, -1%, 26%, 0%, 0%, 5%, -13%
- CCN1CCN(CC(=O)N2CCCC(C(=O)c3ccc(Oc4ccccc4)cc3)C2)CC1 (stereo not drawn)
 : ?, ?, 9%, 23%, ?, 7.9µM*, ?, ?, ?, -35%

# Two neighbouring entries out of the list so far:
# Below each compound: ELG1 genotoxic, FLuc modulator, p53 reactivator, MBNL1 CUG block, VP16 counter, RORg inh, NPC1 prom act, Rab9 promoter act, uPA generation, BRCA1 expr act
- O=C(NCCSc1ccc(Cl)cc1)c1ccco1
 : 8%, -14%, 3%, 2%, 4%, ?, -2%, 2%, -2%, 9%
- O=C(c1cccc(S(=O)(=O)Nc2ccc(Br)cc2)c1)N1CCCC1
 : -12%, -1%, -4%, ., ., ., 0%, -4%, 17%, -1%
